Source: PubChem BioAssay
TRPC4 block: TRPC4 (mouse) channel inhibition; Q9QUQ5; actives 0.39% (n = 300,000); HEK293 TRPC4beta/mu-opioid, DAMGO-evoked Fluo4 calcium flux; hits give low values; B-score at 10 µM;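 active = B-score over 3 SD under the library average, no early fluorescence shift, positive overall ratio signal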
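test system = HEK293 cells with stable TRPC4beta plus mu-opioid receptor expression | detection = Fluo4 Ca2+ flux fluorescence | read-out = integrated fluorescence ratio relative to baseline, converted to per-well B score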
RGS4 inh: inhibitors of human RGS4; HEK293 M3R/RGS4 inducible, Fluo-4 calcium flux; hits give high values; triggered by carbachol at its EC20; P49798; B-score at 10 µM; actives 0.45% (n = 310,000); AID 463165;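 active = B-score, a plate-corrected calcium signal, over three deviations above library mean, with baseline fluorescence within five deviations of library mean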;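 note: RGS4 expression induced by doxycycline in cells with stable M3 receptor; B-score is computed from the integrated fluorescence ratio over baseline after carbachol; higher B-score means a larger calcium signal and so more RGS4 inhibition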
Target sequence (P49798 whole entry, looked up): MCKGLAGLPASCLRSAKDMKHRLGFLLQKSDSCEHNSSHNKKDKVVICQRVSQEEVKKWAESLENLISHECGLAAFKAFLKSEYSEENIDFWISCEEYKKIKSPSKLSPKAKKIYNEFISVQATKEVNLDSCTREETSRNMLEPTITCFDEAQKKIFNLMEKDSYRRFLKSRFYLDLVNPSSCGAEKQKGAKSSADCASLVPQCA
TRPC6 inh: inhibitors of mouse TRPC6 channel; B-score at 10 µM; HEK293-TRPC6, membrane potential dye, ACh-evoked depolarization; hits give low values; actives 1.1% (n = 310,000); Q61143;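 active = B-score under library mean minus 3 SD, initial fluorescence not abnormally high, positive integrated signal ratio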;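 note: B-score derived from integrated fluorescence ratio over the kinetic read; more negative B-score means stronger inhibition of depolarization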
TMEM16A inh: mouse TMEM16A channel inhibition, primary screen. HEK293 TMEM16A/YFP iodide influx fluorescence, ionomycin. actives 1.2% (n = 310,000). normalized B-score (activity score, 25-100; higher = stronger inhibition) at 10 µM. AID 588511;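 active = ratio plate-corrected score three or more library SD toward inhibition, starting fluorescence score within five deviations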;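 note: score derived from kinetic fluorescence span divided by baseline fluorescence per well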
MrgX1 agonist: agonists of human MrgX1 receptor. Q96LB2. MrgX1-HEK293 cells, Fluo-4 calcium fluorescence, agonist mode; hits give high values. B-score at 10 µM. actives 0.44% (n = 310,000);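 active = calcium response B-score plate-corrected fluorescence ratio at least 3 library SD, with starting fluorescence B-score inside 5 SD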
Target sequence (Q96LB2 whole entry, looked up): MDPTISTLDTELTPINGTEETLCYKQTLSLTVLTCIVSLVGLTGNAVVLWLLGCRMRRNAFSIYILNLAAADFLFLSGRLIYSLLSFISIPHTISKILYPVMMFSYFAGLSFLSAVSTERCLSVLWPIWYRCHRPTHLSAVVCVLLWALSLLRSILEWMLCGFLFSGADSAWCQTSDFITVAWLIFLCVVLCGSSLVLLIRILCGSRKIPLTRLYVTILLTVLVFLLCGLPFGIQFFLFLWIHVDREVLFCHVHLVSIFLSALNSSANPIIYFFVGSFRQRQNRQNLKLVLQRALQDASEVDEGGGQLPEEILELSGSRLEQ
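Material: HEK293 cells stably expressing human MrgX1 receptor | Quantity: 15,000 cells per well | Times: Cells plated overnight, dye loaded 0.5 h 37 °C, 0.5 h room temperature | Measured by: Kinetic Fluo-4 NW fluorescence of intracellular calcium | Control set: Positive and negative controls per plate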
TRPC4 PAM: allosterically enhances the mouse TRPC4 cation channel; actives 0.42% (n = 310,000); HEK293 TRPC4beta/mu-opioid, DAMGO EC20, Fluo-4 Ca2+ flux; hits give high values; B-score at 10 µM; AID 2227;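 active = B-score of calcium response area above 5 SD of library B-scores, with initial fluorescence ratio within 5 SD of library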;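 note: B-score of integrated fluorescence ratio over time as area under calcium response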
MrgX1 antag: blocks BAM8-22 activation of human MrgX1 receptor | Q96LB2 | MRGX1-HEK293 calcium flux, Fluo-4, BAM8-22 antagonism; hits give low values | B-score at 10 µM | actives 1.3% (n = 310,000) | AID 588676;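 active = calcium-response B-score plate-corrected more than 3 library SD below zero, starting fluorescence within 5 deviations, no agonist response on first addition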;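 note: peak minus trough fluorescence over baseline after final BAM8-22 challenge near maximal dose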
MrgX1 allo act: human MrgX1 positive allosteric modulation, primary screen | MrgX1-HEK293, Fluo-4 calcium flux, FDSS; hits give high values | B-score at 10 µM | actives 0.63% (n = 310,000) | AID 588675;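 active = plate-corrected calcium response at least 3 library SD above typical, normal starting fluorescence, not activating the receptor alone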;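 note: compound read alongside a low EC10 to EC30 dose of BAM8-22 agonist; peak minus trough fluorescence over baseline measured at the second addition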
TRPC6 activator: activates the mouse TRPC6 cation channel. Q61143. HEK293-TRPC6 membrane potential dye fluorescence; hits give high values. B-score at 10 µM. actives 0.13% (n = 310,000);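 active = B-score of the integrated fluorescence ratio above library mean plus 3 SD, and starting fluorescence ratio within library mean plus 5 SD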;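 note: higher score means more depolarization so channel activation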
ANO1 activ: activators or potentiators of mouse TMEM16A chloride channel; actives 0.3% (n = 340,000); AID 623877; B-score at 10 µM; HEK293 TMEM16A/YFP-H148Q/I152L, iodide quench fluorescence; hits give low values;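 active = fluorescence-ratio B-score plate-corrected deviation score at least 3 library SD below zero, with starting fluorescence score within 5 deviations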;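 note: channel opened by trigger with iodide after compound preincubation; score built on the fluorescence ratio of max minus min over baseline; more negative score means more quench and so TMEM16A activation or potentiation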
TRPC4 act: activators of mouse TRPC4 channel; HEK293 TRPC4beta/mu-opioid, Fluo4 calcium fluorescence; hits give high values; actives 0.49% (n = 310,000); Q9QUQ5; B-score at 10 µM; AID 2237;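 active = B-score above 5 SD of library B-scores, and initial fluorescence ratio not above library mean plus 5 SD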;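 note: positive B-score marks a calcium rise read as TRPC4 activation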
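Material: TRPC4beta and mu-opioid receptor HEK293 stable cells | Incubation: 45 min room-temperature Fluo4 loading, 110 s read | Detection: Kinetic Fluo4 calcium fluorescence | Measure: Integrated baseline-normalised fluorescence ratio, converted to per-well B score | Benchmarks: Low control buffer alone, high control maximal DAMGO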
The depositor's hits bear a star; i = inactive; / = not tested or not shown. Rows were taken by chance (roughly 5.8% active in at least one column).

No.	Compound	TRPC6 inh	ANO1 activ	TRPC4 act	TRPC6 activator	MrgX1 agonist	MrgX1 antag	TRPC4 PAM	MrgX1 allo act	TRPC4 block	RGS4 inh	TMEM16A inh
1	CCn1c(-c2cc(-c3cccc(OC)c3)nc3ccccc23)n[nH]c1=S	i	i	i	i	i	i	i	i	i	i	i
2	S=C1NC2(CCCCCC2)N=C1c1ccccc1	i	i	i	i	i	i	i	i	i	i	i
3	CCCOc1cc(C)c(S(=O)(=O)n2nnc3ccccc32)cc1C	i	i	i	i	i	i	i	i	i	i	i
4	Nc1cnnc(N/N=C\c2ccccc2)c1Cl	i	i	i	i	i	i	i	i	i	i	i
5	O=C(CSc1nnc(-c2ccco2)n1-c1ccccc1Cl)Nc1cccc(C(=O)O)c1	i	i	i	i	i	i	i	i	i	i	i
6	O=C(NCc1ccccc1)c1cccc(S(=O)(=O)N2CCCCC2)c1	i	i	i	i	i	i	i	i	i	i	i
7	COc1ccc(CCNC(=O)c2cc(Cl)nc3ccccc23)cc1	i	i	i	i	i	i	i	i	i	i	i
8	Oc1oc(-c2ccccc2)nc1C=Nc1cccc2ccccc12	i	i	i	i	i	i	i	i	i	i	i
9	CCC(C)NS(=O)(=O)c1ccc(N)cc1 (configuration not stated)	i	i	i	i	i	i	i	i	i	i	i
10	COc1ccc(OC)c(C2=NS(=O)(=O)N(C)C(C(=O)N3CCC4(CC3)OCCO4)=C2)c1	i	i	i	i	i	i	i	i	i	i	i
11	CCN(CC)S(=O)(=O)c1cccc(-c2cn3cccnc3n2)c1	i	i	i	i	i	i	i	i	i	i	i
12	CCN1CCSc2ccc(C(=O)NCc3ccccc3C)cc21	i	i	i	i	i	i	i	i	i	i	i
13	COC(=O)c1ccc(Cl)c(-c2ccc(/C=N/NC(=O)Nc3ccccc3)o2)c1	i	i	i	i	i	i	i	i	i	i	i
14	CC(C)(C)c1ccc(OCCON2C(=O)CCC2=O)c(Cl)c1	i	i	i	i	i	i	i	i	i	i	i
15	CCn1c2ccccc2c2nnc(SCC(=O)c3ccccc3)nc21	i	i	i	i	i	i	i	i	i	i	i
16	CCCCS(=O)(=O)N1CCCC(C(=O)Oc2ccccc2OC)C1 (configuration not stated)	i	i	i	i	i	i	i	i	i	i	i
17	O=C(c1ccoc1)N1CCC2(CC1)Oc1ccc(Cl)cc1C(=O)C21CC(c2cccnc2)=NO1 (configuration not stated)	i	i	i	i	i	i	i	i	i	i	i
18	COc1ccc(OC)c(CNS(=O)(=O)c2cn(C)cn2)c1	i	i	i	i	i	-4.5*	i	i	i	i	i
19	COc1ccc(C2CC(C(F)(F)F)n3nc(CO)c(Cl)c3N2)cc1OC (configuration not stated)	i	-14*	i	i	i	i	i	i	i	i	i
20	COc1cccc(C2C(C(C)=O)=C(O)C(=O)N2CCNCCO)c1 (configuration not stated)	i	/	i	i	i	i	i	i	i	i	i
21	Cc1ccc2oc(C(=O)NCc3ncc(C)[nH]3)c(C)c2c1	i	i	i	i	i	i	i	i	i	i	i
22	O=C(CSCC(=O)Nc1nc(-c2ccc3c(c2)OCO3)cs1)Nc1nccs1	i	i	i	i	i	i	i	i	i	i	i
23	C#CCOCCOCCOCCNc1nc(N2CCN(C(=O)[C@H](Cc3ccc(O)cc3)n3cc([C@@H](N)C(C)CC)nn3)CC2)nc(N2CCN(C(=O)[C@H](Cc3cc4ccccc4[nH]3)n3cc([C@@H](N)CC(C)C)nn3)CC2)n1 (some centres not stated)	i	/	i	i	i	i	i	i	i	i	i
24	OCC1CCCN(C(=S)Nc2ccc(OC(F)F)cc2)C1 (configuration not stated)	i	i	i	i	i	i	i	i	i	i	i
25	CC(C)C(=O)Nc1cccc(C(=O)Nc2nncs2)c1	i	i	i	i	i	i	i	i	i	i	i
26	O=c1n(Cc2ccccc2F)c2ccccc2n1Cc1ccccc1F	i	i	i	i	i	i	i	i	i	i	i
27	Cn1c(NCc2ccc(Cl)cc2)nc2ccccc21	i	i	i	i	i	i	i	i	i	i	i
28	O=C(CO/N=C/c1c(Cl)cccc1Cl)NNC(=O)c1cccc(Cl)c1	i	i	i	i	i	i	i	i	i	i	i
29	O=C(O)CCC(=O)N1CCN(c2nc(-c3ccccc3)c3ccccc3n2)CC1	i	i	i	i	i	i	i	i	i	i	i
30	COc1ccccc1CCNC(=O)CNC(=O)c1ccc2ccccc2c1	i	i	i	i	i	i	i	i	i	i	i
31	Cc1ccc(N2C(=O)NC(NS(=O)(=O)c3ccccc3)(C(F)(F)F)C2=O)cc1 (configuration not stated)	i	i	i	i	i	i	i	i	i	i	i
32	Oc1ccc(/C(Cc2ccc3ccccc3n2)=N\Nc2ccccc2)c(O)c1	i	i	i	i	i	i	i	i	i	i	i
33	O=C(CCS(=O)(=O)c1ccc2c(c1)NC(=O)CS2)NCc1cccs1	i	i	i	i	i	i	i	i	i	i	i
34	O=C(Cn1nc(-c2ccccc2)ccc1=O)NCc1ccc2c(c1)OCO2	i	i	i	i	i	i	i	i	i	i	i
35	Cc1ccc(-n2c(O)c(C=Nc3ccc(S(=O)(=O)Nc4ncccn4)cc3)c3ccccc3c2=O)cc1C	i	i	i	i	i	i	i	i	i	i	i
36	O=C(c1ccc(Nc2cccc(C(F)(F)F)c2)nc1)N1CCCC1	i	i	i	i	i	i	i	i	i	i	i
37	CCCCOCCCNc1ncnc2c1[nH]c1ccccc12	i	i	i	i	i	-14*	i	i	i	i	100*
38	COc1ccc(CNC(=O)CSCc2cccc(Cl)c2)cc1	i	i	i	i	i	i	i	i	i	i	i
39	COc1ccc(CC(NC(C)=O)C(=O)NC2CCN(C(=O)C3CC3)CC2)cc1OC (configuration not stated)	i	i	i	i	i	i	i	i	i	i	i
40	CC1CC2(CCCC2)N(C(=O)c2ccccc2)Cc2ccccc21 (configuration not stated)	i	i	i	i	i	i	i	i	i	i	i
41	Cc1cc(NS(=O)(=O)c2ccc(NC(=O)CCCOc3cccc(C)c3C)cc2)no1	i	i	i	i	i	i	i	i	i	i	i
42	CC(=O)NNS(=O)(=O)c1ccc(-c2cc(C(F)(F)F)n(C)n2)s1	i	i	i	i	i	i	i	i	i	i	i
43	O=c1[nH]c2cc3c(cc2cc1CN(CCc1ccccc1)Cc1nnnn1CC1CCCO1)OCO3 (configuration not stated)	i	i	i	i	i	i	i	i	i	i	i
44	O=C(COC(=O)C1CC(=O)N(C2CCCCC2)C1)c1ccc(F)cc1 (configuration not stated)	i	i	i	i	i	i	i	i	i	i	i
45	COc1ccc(NC(=O)CCCSc2ccccc2)cc1	i	i	i	i	i	i	i	i	i	i	i
46	Cn1c(Sc2ccc(Cl)cc2)c(C=O)c2ccccc21	i	i	i	i	i	i	i	i	i	i	i
47	N#CCCN1CCN(C(=S)c2ccc(-c3cccc(Cl)c3)o2)CC1	i	i	i	i	i	i	i	i	i	i	i
48	COc1ccc(C(=O)/C=C/Nc2ccc(C)cn2)cc1OC	i	i	i	i	i	i	i	i	i	i	i
49	Cc1c(O[C@@H]2O[C@H](CO)[C@@H](O)[C@H](O)[C@H]2O)ccc2c1oc(=O)c1ccccc12	i	i	i	i	i	i	i	i	i	i	i
50	CC(C)(C)c1ccc(/C=C/C(=O)N2CCc3ccccc3C2)cc1	i	i	i	i	i	i	i	i	i	i	i
51	CC1(C)NC(=O)N(CNc2cc(Cl)ccc2Cl)C1=O	i	i	i	i	i	i	i	i	i	i	i
52	CC1(C)CC(C#N)(N2CCOCC2)CCO1 (configuration not stated)	i	i	/	i	i	i	/	i	/	i	i
53	CCCOC(=O)c1ccc(NC(=O)c2nc3nc(C)cc(C)n3n2)cc1	i	i	i	i	i	i	i	i	i	i	i
54	Cc1c(C(=O)OCC(=O)c2c(N)n(CC(C)C)c(=O)n(C)c2=O)oc2ccccc12	i	i	i	i	i	i	i	i	i	i	i
55	Cn1c(N)c(C(=O)COC(=O)C(Cc2ccccc2)NC(=O)c2ccccc2)c(=O)n(C)c1=O (configuration not stated)	i	i	i	i	i	i	i	i	i	i	i
56	COC(=O)/C(=C\c1c[nH]c2ccccc12)NC(C)=O	i	i	i	i	i	i	i	i	i	i	i
57	COc1ccc(CCNC(=O)C2CC3Cn4c(nc5cc(C)c(C)cc54)C3N2C)cc1 (configuration not stated)	i	i	i	i	i	i	i	i	i	i	i
58	COCCCNc1nc(-c2ccncc2)nc2ccccc12	i	i	i	i	i	i	i	i	i	i	i
59	COc1ccccc1NC(=O)N(C1CCCC1)C1CCN(C(C)=O)CC1	i	i	i	i	i	i	i	i	i	i	i
60	Cc1nc(-c2ccccc2)cn(O)c1=O	i	i	i	i	/	/	i	/	i	i	/

Additional entries
No.	Compound	TRPC6 inh	ANO1 activ	TRPC4 act	TRPC6 activator	MrgX1 agonist	MrgX1 antag	TRPC4 PAM	MrgX1 allo act	TRPC4 block	RGS4 inh	TMEM16A inh
61	Cc1cccc2cc(CN(Cc3ccc(F)cc3)C(=O)C(F)(F)F)c3nnnn3c12	i	i	i	i	i	i	i	i	i	i	i
62	CC(=O)Nc1ccc(OC(=O)C(CCS(C)(=O)=O)N2C(=O)c3ccccc3C2=O)cc1 (configuration not stated)	i	i	i	i	i	i	i	i	i	i	i
63	CCOCc1nnc(NC(C)=O)s1	i	/	i	i	i	i	i	i	i	i	i
64	CS(=O)(=O)N1CCC(C(=O)Nc2cccc(Cl)c2Cl)CC1	i	i	i	i	i	i	i	i	i	i	i
65	CSc1nc(NC(C)C)nc(N2CCOCC2)n1	i	i	i	i	i	i	i	i	i	i	i
66	Cc1cc(=O)oc(C)c1C(=O)NC1CCCCCCC1	i	i	i	i	i	i	i	i	i	i	i
67	Cc1cccc(NC(=O)Cn2c(=O)n(CCc3c[nH]c4ccccc34)c(=O)c3cccnc32)c1	i	/	i	i	i	i	i	i	i	i	i
